SENP7 inh: blocks the human protease SENP7. recombinant SENP7, Z-RLRGG-aminoluciferin luminescence, 40 min. inhibition, % at 5 µM. actives 1.5% (n = 330,000). AID 434973;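 active = inhibition above about 50% at the single test dose, limit read from the data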;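 also: plate controls were DMSO with enzyme for no effect and no enzyme buffer wells for full effect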
Target sequence (Q9BQF6 706-1050 limits assumed): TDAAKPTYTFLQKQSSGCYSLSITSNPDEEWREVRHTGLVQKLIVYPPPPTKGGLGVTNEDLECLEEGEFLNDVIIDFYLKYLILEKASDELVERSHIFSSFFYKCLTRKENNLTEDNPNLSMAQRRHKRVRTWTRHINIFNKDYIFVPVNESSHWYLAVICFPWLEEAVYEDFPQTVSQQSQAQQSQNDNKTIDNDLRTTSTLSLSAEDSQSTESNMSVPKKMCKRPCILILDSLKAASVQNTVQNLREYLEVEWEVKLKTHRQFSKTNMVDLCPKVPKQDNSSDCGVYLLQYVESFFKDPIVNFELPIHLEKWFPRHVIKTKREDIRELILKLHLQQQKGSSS
HKDC1 inhibitor: inhibitors of human hexokinase HKDC1 | recombinant HKDC1, G6PDH/diaphorase resazurin coupled fluorescence | AID 493160 | Q2TB90 | inhibition, % at 20 µM | actives 0.16% (n = 340,000);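 active = inhibition above about 35% when tested at 20 µM, limit read from the data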;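 also: plate controls were DMSO wells with enzyme for no effect and DMSO wells lacking enzyme for full effect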
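Test system: recombinant HKDC1 (HK5) hexokinase enzyme, produced in-house; Amount: enzyme 5 µg/mL final; Buffer or medium: Tris pH 8.0 buffer with MgCl2, Tween-20, BSA, BME; Reagent: glucose and ATP substrates; Doses: 20 µM test compound, 1% DMSO; Incubation: 90 min reaction incubation at room temperature, dark; Detection: resorufin fluorescence at 613 nm.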
SENP8 inh: inhibitors of human SENP8 protease; AID 2540; Q96LD8; purified SENP8, Z-RLRGG-aminoluciferin cleavage, luminescence; actives 1.2% (n = 330,000); inhibition, % at 10 µM
Target sequence (Q96LD8 whole entry, looked up): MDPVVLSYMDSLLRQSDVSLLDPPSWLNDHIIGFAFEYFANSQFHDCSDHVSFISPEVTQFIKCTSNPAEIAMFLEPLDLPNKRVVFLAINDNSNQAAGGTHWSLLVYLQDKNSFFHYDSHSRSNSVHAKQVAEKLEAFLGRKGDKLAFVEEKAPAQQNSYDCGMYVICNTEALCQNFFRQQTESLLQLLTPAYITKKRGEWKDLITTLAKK
Jurkat NFkB inh: inhibitors of the PMA/ionomycin-induced NF-kB reporter in Jurkat cells; PMA/ionomycin-induced NF-kB luciferase reporter, luminescence; inhibition, % at 4 µM; actives 0.53% (n = 330,000); AID 435003
Gli-Sufu antag: blocks Gli-Sufu signaling in a luciferase reporter; Sufu-KO-LIGHT fibroblasts, Gli luciferase reporter luminescence; inhibition, % at 5 µM; actives 0.74% (n = 340,000);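 active = inhibition above about 55%, limit read from the data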;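 also: 0% = DMSO-treated cells and 100% = wells with medium but no cells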
Apaf-1 inh: blocks human Apaf-1 apoptosome activity; O14727; reconstituted apoptosome caspase-3 activity, DEVD-Rh110 fluorescence; inhibition, % at 20 µM; actives 0.71% (n = 330,000); AID 489030; active = inhibition of at least 40% at 20 µM;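 also: plate controls were DMSO wells for no effect and DEVD-CHO caspase inhibitor wells for full effect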
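Material: biochemical Apaf-1 apoptosome reconstitution. Medium: Hepes buffer, pH 7.5. Also added: cytochrome c activation, bis-DEVD rhodamine 110 substrate. Timing: 30 min compound preincubation, 50 min activation, room temperature. Measured by: rhodamine 110 fluorescence at Ex 480/Em 540 nm.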
697 NFkB inh: inhibitors of the PMA/ionomycin-induced NF-kB reporter in 697 B cells. 697 B-cell NF-kB luciferase reporter, 16 h. AID 435022. inhibition, % at 4 µM. actives 0.33% (n = 330,000); in the data active = inhibition above about 35%
UBC13 polyUb: inhibitors of human UBC13 polyubiquitin chain formation; actives 0.47% (n = 330,000); AID 485273; inhibition, % at 20 µM; TR-FRET; P61088; in the data active = inhibition above about 45%, passing the limit was not always enough
Target sequence (P61088 whole entry, looked up): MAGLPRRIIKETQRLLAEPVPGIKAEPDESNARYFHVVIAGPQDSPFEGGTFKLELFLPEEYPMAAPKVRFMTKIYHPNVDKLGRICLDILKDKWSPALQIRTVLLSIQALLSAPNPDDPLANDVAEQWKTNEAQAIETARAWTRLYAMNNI
An asterisk follows results filed as active; nt = no result given; & = joins results of further samples. Rule as the data show it, unless noted: active = inhibition above about 50%; inactive = the rest.

SMILES	SENP7 inh	HKDC1 inhibitor	SENP8 inh	Jurkat NFkB inh	Gli-Sufu antag	Apaf-1 inh	697 NFkB inh	UBC13 polyUb
CNc1oc(Cc2ccccc2)nc1S(=O)(=O)c1ccccc1	1	-6	3	5	-7	-10	6	-2
O=C(COC(=O)c1ccc2c(c1)OCO2)Nc1ccccc1OC(F)F	3	-2	0	4	-3	-1	10	15
CCOc1ccc(NC(=O)N2CCN(c3nc4ccccc4s3)CC2)cc1	9	-6	9	32	10	4	-31	1
CN(C)CC(C)(C)CNS(=O)(=O)c1cccc2nsnc12	-3	-12	-5	8	-3	-5	16	-4
CCCCCCNc1c([N+](=O)[O-])c(=O)sc2ccccc12	7	-6	1	7	8	-9	-8	17
Cc1c(C(=O)NCc2ccco2)oc2c(F)cccc12	4	-1	-6	-9	-6	-3	3	-4
CCC(C)(C)n1nnnc1C(c1cc2ccc(C)cc2[nH]c1=O)N(Cc1cccnc1)Cc1ccco1 (configuration not stated)	-3	-5	0	12	4	8	-2	0
CCOC(=O)c1cccc(NC(=O)CSc2nnc(-c3ccncc3)n2CCCOC)c1	99*	-8	-8	-2	-1	2	15	5
Cc1ccc2oc(C(=O)N3CCC(O)(c4cccc(C(F)(F)F)c4)CC3)c(C)c2c1	15	2	-11	-35	7	16	-25	0
Cc1cccc(C)c1NC(=O)CNC(=O)CN1C(=O)NC2(CCc3ccccc32)C1=O (configuration not stated)	5	1	-6	-9	1	-5	2	5
Cc1ccc2nc(N3C(=O)CNC3=S)sc2c1	89*	1	91*	-28	-72	-4	-213	-15
CCCCC(=O)OCC(=O)c1ccc(OCC)cc1	51*	-8	40	13	2	-1	11	-3
COc1ccc(N2CCN(C(c3cc4cc(C)ccc4[nH]c3=O)c3nnnn3Cc3ccccc3)CC2)cc1 (configuration not stated)	-11	8	-4	14	2	34	-27	-32
O=C(CN1CCCCC1)Nc1c2c(nc3ccccc13)N(c1ccccc1)CC2	0	20	-1	-5	4	11	7	14
O=C(O)CC(NCc1ccco1)C(=O)OCCCl (configuration not stated)	1	-6	2	11	-12	-14	18	4
Cc1ccc(S(=O)(=O)CCC(=O)Nc2nc3c(s2)CCCC3)cc1	-2	4	0	10	3	5	-25	0
CC(c1ccccc1)n1cnc2ccccc21 (configuration not stated)	13	-2	-2	-2	5	-1	3	5
COc1ccc(Cn2cc(C(=O)O)c(=O)c3ccccc32)cc1	8	-6	7	11	9	-4	2	2
Cc1ccc(CN(Cc2ccccn2)C(=O)Nc2c(F)cccc2F)cc1	-6	-4	-5	-5	21	2	6	-2
CC(=O)N1c2ccc(S(=O)(=O)NCCc3ccc(S(N)(=O)=O)cc3)cc2CC1C (configuration not stated)	-11	-7	-16	2	4	-6	-1	-5
O=Cc1ccc(O)cc1O	-12	-4	-8	-3	0	-5	5	-3
Cc1onc(-c2ccccc2)c1C(=O)Nc1sc2c(c1C(N)=O)CCC2	-7	3	1	-9	5	14	-24	-11
COc1ccc(NC(=O)c2ccccn2)cc1OC	-1	14	-15	-32	-56	2	-28	-5
Cc1cc(Br)ccc1SCC(=O)OCC(=O)NC1CC1	-2	-2	-6	-12	-22	12	-17	-3
COc1ccc(CC(=O)OCC(=O)N2CCc3ccccc32)cc1OC	1	1	-3	-12	-41	-4	25	-33
COCCNC(=O)CN1CCC(NC(=O)Nc2ccc(C(F)(F)F)cc2)CC1	6	-6	-1	11	6	-5	-3	5
CN1CC2CCCC3(C1)C(=O)NC1(CCCCC1)N=C23 (configuration not stated)	-2	-4	2	-6	0	-7	-1	-2
Cc1[nH]n(C(C)(C)C)c(=O)c1Sc1ccc(Cl)cc1	-1	-1	2	11	-2	-11	7	-1
COc1cccc(N2CCN(S(=O)(=O)c3ccc4c(c3)oc(=O)n4C)CC2)c1	-4	-6	3	-1	8	4	-32	-1
N#CCSc1nnc2ccc3ccccc3n12	-3	3	7	-4	-23	-6	7	0

Whole records as entered above. Values in the order: SENP7 inh, HKDC1 inhibitor, SENP8 inh, Jurkat NFkB inh, Gli-Sufu antag, Apaf-1 inh, 697 NFkB inh, UBC13 polyUb
CC(c1ccccc1)n1cnc2ccccc21 (configuration not stated) across the screens: 13, -2, -2, -2, 5, -1, 3, 5
Cc1ccc(S(=O)(=O)CCC(=O)Nc2nc3c(s2)CCCC3)cc1 across the screens: -2, 4, 0, 10, 3, 5, -25, 0
COc1ccc(NC(=O)c2ccccn2)cc1OC across the screens: -1, 14, -15, -32, -56, 2, -28, -5
CC(=O)N1c2ccc(S(=O)(=O)NCCc3ccc(S(N)(=O)=O)cc3)cc2CC1C (configuration not stated) across the screens: -11, -7, -16, 2, 4, -6, -1, -5

Following part:
SMILES	SENP7 inh	HKDC1 inhibitor	SENP8 inh	Jurkat NFkB inh	Gli-Sufu antag	Apaf-1 inh	697 NFkB inh	UBC13 polyUb
CC(C)C(=O)N1CCN(CCN=CC2=C(O)CC(c3ccco3)CC2=O)CC1 (configuration not stated)	-1	7&1	-4	-5	-3&-7	1	-23	-17
CCOc1ccc(CC(=O)NNC(=S)NCCc2ccccc2)cc1	9	1	0	-3	-6	1	-2	-4
N#CCCN(C(=O)COc1ccc(Cl)cc1Cl)c1ccccc1	-3	12	-11	-7	3	7	2	-3
C[C@H](CO)N1C[C@H](C)[C@@H](CN(C)Cc2ccc(Cl)c(Cl)c2)Oc2c(NS(=O)(=O)c3ccc(F)cc3)cccc2C1=O	2	1	0	7	0	34	17	15
Cn1ncc(Cl)c1C(=O)NCc1ccco1	7	-7	2	12	-1	5	9	-1
CNC(=O)COc1coc(CN2CCN(Cc3ccccc3)CC2)cc1=O	6	5	-9	12	-1	5	-9	-4
O=C(CCS(=O)(=O)c1cccc2nonc12)N1CC(=O)N(CCc2ccccc2)C(=O)C1	3	-6	-1	4	11	-1	2	-1
CN1CCN(c2ccccc2NC(=O)COc2ccc(Cl)cc2)CC1	5	-2	10	-1	13	26	17	7
O=C(NCC1CC1)c1ccc2c3n(nc2c1)-c1ccccc1CO3	68*	-2	78*	-138	-124	2	-167	-6
C/C(=N\NC(=O)c1nnn(-c2nonc2N)c1CN1CCCCCC1)c1ccc(Br)cc1	2	-4	4	6	29	11	5	-6
Cc1ccc(C)c(N2CCN(CCCc3ccccc3)CC2)c1	-3	-3	-10	-1	nt	7	5	6
CCc1nonc1NC(=O)c1oc2ccc(C)cc2c1C	21	-5	-10	-43	3	0	16	0
N#Cc1cccc(C(=O)OCC(=O)NCc2ccco2)c1	10	-2	-7	-12	-10	10	-10	-3
Cc1cc(-c2ccc(Cl)cc2)n2ncnc2n1	-3	0	6	-4	0	-13	11	0
C#CCSc1nnnn1-c1ccc(Br)c(C)c1	3	-4	4	-14	26	12	1	-2
CCOC(=O)c1c(C)[nH]c(C)c1S(=O)(=O)NCCCc1ccco1	7	-1	5	8	-3	11	-12	-6
O=C(NCc1ccco1)/C(=C/c1ccco1)NC(=O)c1ccco1	2	-13	3	10	5	2	20	-10
O=C(NC1c2ccccc2-c2ccccc21)c1ccccc1	4	-6	4	4	-4	-12	13	-6
Cn1c(C(=O)O)cnc1Sc1ncc(C(F)(F)F)cc1Cl	-6	-5	-6	11	6	-1	7	5
O=C1C=C(c2ccc3ccccc3c2)C[C@@H](c2ccc(F)cc2)C1	-8	2	-12	-5	-24	26	-14	8
COc1ccc(-c2nc(NC(=O)C3=NN(c4cccc(C)c4)C(=O)CC3)sc2C)cc1	0	-8	6	-1	6	5	3	-25
Cc1ccc(-n2nc3cc(Cl)c(NC(=O)c4ccco4)cc3n2)cc1	-1	-8	-6	-150	-55	-4	-132	-8
N#CCN1CCN(CC(=O)c2ccc(Br)cc2)CC1	1	1	-9	-6	-1	0	-6	-6
CN(Cc1nccn1C)C(=O)CC1C(=O)NCCN1Cc1ccccc1C(F)(F)F (configuration not stated)	-9	1	5	-5	16	-17	-16	4
COc1ccc(C(=O)N[C@H](C(=O)Nc2nc3c(s2)CCCC3)C(C)C)cc1	0	-9	-8	-41	-48	21	-52	11
CC1CCCC(C)N1C(=O)CSc1nc(N)cc(N)n1 (configuration not stated)	3	-5	5	-13	-14	12	17	-2
O=C(Cn1c(=O)oc2ccccc21)Nc1cccc(Cl)c1	0	6	-3	3	19	-1	1	2
C[C@H](NC(=O)c1nc[nH]c1C(=O)NC1CCN(C(=O)OC(C)(C)C)CC1)C(=O)OC(C)(C)C	3	3	2	19	18	11	8	6
CCC(CC)C(=O)NCc1ccccc1OC	2	-11	8	1	-3	-8	6	4
COc1cc(C(=O)NCc2cc3cc(Cl)ccc3n2C)cc(OC)c1OC	-2	5	-6	4	7	1	13	8

The last 2 entries of the section before are carried over, then new ones follow:
SMILES	SENP7 inh	HKDC1 inhibitor	SENP8 inh	Jurkat NFkB inh	Gli-Sufu antag	Apaf-1 inh	697 NFkB inh	UBC13 polyUb
CCC(CC)C(=O)NCc1ccccc1OC	2	-11	8	1	-3	-8	6	4
COc1cc(C(=O)NCc2cc3cc(Cl)ccc3n2C)cc(OC)c1OC	-2	5	-6	4	7	1	13	8
CSc1nsc(SC)c1NC(=O)Nc1ccccc1C	6	-8	2	-17	-2	-16	-4	2
CC(=O)OC[C@H]1O[C@@H](Sc2cccc3cccnc23)[C@H](OC(C)=O)[C@@H](OC(C)=O)[C@H]1OC(C)=O	0	-15	1	18	-5	-12	-22	1
COc1ccccc1NC(=O)COc1ccc(C(=O)NC2CCCc3ccccc32)cc1OC (configuration not stated)	4	3	5	35	20	22	-7	14
COc1ccc2cc(S(=O)(=O)N3CCCCC3)ccc2c1S(=O)(=O)N1CCCCC1	-2	-4	1	17	6	13	11	-6
CCOC(=O)C1CCCN(C(=O)c2ccc(S(=O)(=O)Nc3ccccc3OC)cc2)C1 (configuration not stated)	-1	-5	0	12	-7	-4	8	5
O=C(COC(=O)c1cc(-c2ccc(F)cc2)nc2ccccc12)NCC1CCCO1 (configuration not stated)	6	-2	-1	18	-3	10	4	-2
Cc1cccc(-n2ncc3c(NCc4ccccn4)ncnc32)c1	-1	5	-5	-12	-25	-1	-8	3
N#Cc1ccsc1NC(=O)COC(=O)c1cc(Br)ccc1O	85*	-3	89*	-18	-22	-17	-9	22
CC(=O)Nc1cccc(NC(=O)CSc2nnc3ccc(-c4cccnc4)nn23)c1	-9	4	-5	2	7	-8	1	-5
CC(N=C1NS(=O)(=O)c2ccccc21)C(=O)NCc1ccncc1 (configuration not stated)	-11	-6	-4	-8	-12	2	-1	4
CCOc1cc(C(=S)N2CCOCC2)ccc1OS(=O)(=O)c1ccc(Br)cc1	-14	1	-10	-16	-24	13	-49	-7
CCc1ccc(N/C(SCc2ccccc2C)=C(/C#N)C(=O)NCc2ccco2)cc1	5	1	1	-5	9	27	0	-13
O=C(CN1C(=O)NC2(CCCC2)C1=O)Nc1ccccc1N1CCCC1	4	2	0	4	5	2	10	-3
Cn1c(-c2ccc3c(c2)OCO3)cc(=O)c2ccccc21	0	-3	-9	-15	-9	-9	-15	11
COc1ccc(C(=O)Nc2cc(C)ccc2NC(=O)COc2ccccc2)cc1	6	-2	-3	-14	5	-1	-23	6
CN1CCN(C(=S)c2cn(Cc3ccccc3F)c3ccccc23)CC1	-7	4	-14	-21	21	19	-14	0
CCn1c(C)nc2cc(C(=O)NNC(=O)[C@@H](NC(=O)c3cc(OC)cc(OC)c3)C(C)C)ccc21	6	3	-1	-1	-1	-2	4	15
O=C(CSc1ccc2nnc(-c3ccncc3)n2n1)Nc1ccc2c(c1)OCCO2	6	-2	-2	-15	8	12	13	1
O=C(Cc1ccc(F)cc1)OCC(=O)c1cc2ccccc2o1	6	-6	-4	1	-1	18	21	-2
COc1ccc(NS(=O)(=O)c2cccc(C(=O)NNC(=O)CNC(=O)c3ccccc3F)c2)cc1	-8	-2	5	-7	-10	-3	14	0
COCC(C)n1c(SCC(=O)NC2CCCCC2C)nc2ccccc2c1=O (configuration not stated)	-7	-3	-10	-9	5	9	-39	-11
O=C(Cc1ccccc1[N+](=O)[O-])NCCc1ccc(F)cc1	-3	-3	2	-10	4	-5	2	-2

Screening results (PubChem BioAssay)
